# dFosB activator = activators of delta FosB homodimer, primary screen, biochemical, fluorescence polarization, TAMRA-CDK5 oligo, single point; 0.99% of 340,000 active; Protein FosB (Mus musculus), P13346; activation, % at 25 µM; purified delta FosB; percent of positive-control signal above neutral wells; AID 493131, 2011;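 active means mean activation above about 17%, with every replicate also reaching it, limit read from the data, passing the limit was not always enough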;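 further: fluorescence polarization rise as delta FosB binds a TAMRA Cdk5 AP-1 oligo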
# CDK5 inh = inhibitors of human CDK5/p35 kinase, primary screen, biochemical, single concentration; 0.01% of 330,000 active; Recombinant CDK5/p35, ADP-Glo luminescence, 60 min; Cyclin-dependent kinase 5 (Homo sapiens) + Cyclin-dependent kinase 5 activator 1 (Homo …; inhibition, % at 10 µM;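 active means highest replicate inhibition of at least 50% and at least 75% of replicates reaching 50%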;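 further: plate controls were DMSO neutral control for no effect and GW8510 at 10 µM for full effect; many of its hits are not listed in these tables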
# Target sequence (Q00535 whole entry, looked up): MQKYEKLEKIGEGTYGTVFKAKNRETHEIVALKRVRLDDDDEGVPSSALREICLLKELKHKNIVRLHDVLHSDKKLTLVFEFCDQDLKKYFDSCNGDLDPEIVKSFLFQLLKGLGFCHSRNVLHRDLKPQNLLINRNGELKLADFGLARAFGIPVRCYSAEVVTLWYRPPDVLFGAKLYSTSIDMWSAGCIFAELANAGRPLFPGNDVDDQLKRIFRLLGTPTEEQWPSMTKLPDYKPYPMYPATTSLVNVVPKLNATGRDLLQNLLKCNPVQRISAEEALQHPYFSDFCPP
# Target sequence (Q15078 whole entry, looked up): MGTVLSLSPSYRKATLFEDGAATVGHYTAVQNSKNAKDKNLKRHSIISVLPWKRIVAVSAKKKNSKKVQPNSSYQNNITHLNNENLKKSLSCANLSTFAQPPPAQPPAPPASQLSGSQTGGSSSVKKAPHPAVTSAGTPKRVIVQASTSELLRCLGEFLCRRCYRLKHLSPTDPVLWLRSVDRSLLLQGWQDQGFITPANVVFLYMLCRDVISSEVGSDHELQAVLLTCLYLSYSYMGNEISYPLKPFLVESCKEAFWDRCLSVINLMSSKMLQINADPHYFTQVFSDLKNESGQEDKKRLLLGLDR
# V-ATPase pHluor = regulators of yeast V-ATPase proton pumping, primary screen, pHLuorin cytosolic pH fluorescence; S. cerevisiae; response, % at 10 µM; 0.37% of 350,000 active; AID 504577, 2011; in the data active means response mostly above about 7.3%, no sharp cut-off; inactive means mostly below about 5.4%; further: actives read high; inactives centre near 0; some compounds called inactive have numbers as strong as hits; reference of the scale not given here
# PvdQ inh = P. aeruginosa PvdQ acylase inhibitors, primary screen, biochemical, fluorescence, plate reader and imaging, single point. AID 488965, 2010. 0.063% of 340,000 active. PvdQ acylase [Pseudomonas aeruginosa LESB58]. purified PvdQ acylase. inhibition, % at 10 µM; in the data active means inhibition above about 30%, passing the limit was not always enough;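 further: 0% = vehicle neutral wells and 100% = reference inhibitor wells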
# MITF TRPM1 HTS = activators of MITF-driven TRPM1 promoter reporter, primary screen, cell-based, SK-MEL-5, luciferase, single point; SK-MEL-5 TRPM1-promoter luciferase, 24 h; % of positive control, neutral wells = 0; activation, % at 12.5 µM; 0.75% of 300,000 active;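 active means mean activation of at least 80% with every replicate also reaching 80%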;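 further: 0% = neutral control wells and 100% = parthenolide positive control wells; values of inactives mirror those of a sister screen read the other way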
# HTR5A ag ctr = HTR5A agonists in luminescence cell assay, primary screen, counter-screen for OPRM1-OPRD1 heterodimer agonist project, full-deck HTS | 0.61% of 340,000 active | 5-hydroxytryptamine receptor 5A (Homo sapiens), P47898 | activation, % at 9.3 µM | cell-based | AID 504692, 2011; in the data active means activation mostly above about 9.5%, no sharp cut-off; inactive means mostly below about 7.6%;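 further: 0% = cells with vehicle only and 100% = reference agonist; strong numbers were not always called active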
# Target sequence (P47898 whole entry, looked up): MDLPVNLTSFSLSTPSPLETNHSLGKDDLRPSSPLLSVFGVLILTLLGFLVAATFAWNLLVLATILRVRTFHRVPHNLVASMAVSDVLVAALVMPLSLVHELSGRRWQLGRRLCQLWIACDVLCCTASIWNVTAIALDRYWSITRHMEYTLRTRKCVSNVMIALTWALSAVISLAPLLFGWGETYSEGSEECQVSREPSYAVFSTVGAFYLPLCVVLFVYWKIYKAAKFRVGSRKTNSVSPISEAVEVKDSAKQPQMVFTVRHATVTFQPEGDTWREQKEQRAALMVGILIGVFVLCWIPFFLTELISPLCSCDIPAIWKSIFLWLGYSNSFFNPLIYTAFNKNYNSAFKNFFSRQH
# NSD2 inh = NSD2 histone methyltransferase inhibitors, primary screen, biochemical, AlphaScreen, single concentration, set 2; Histone-lysine N-methyltransferase NSD2 (Homo sapiens), O96028; inhibition, % at 12.5 µM; NSD2 peptide methylation, 120 min; 0.54% of 310,000 active; in the data active means inhibition above about 50%
# SR-BI HDL uptake = inhibitors of SR-BI mediated HDL lipid uptake, primary screen, ldlA[mSR-BI] cells, fluorescence, single point. 0.96% of 320,000 active. inhibition, % at 12.5 µM. ldlA[mSR-BI] CHO cells, DiI-HDL uptake fluorescence, 3 h. Scavenger receptor class B member 1 (Mus musculus), Q61009;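 active means mean replicate inhibition of at least 70% and a set share of replicates each scoring 70 or more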;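 further: 0% = median of neutral control wells and 100% = median of positive control wells; values of inactives mirror those of a sister screen read the other way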
# HTR5A inv ctr = HTR5A inverse agonists in luminescence cell assay, primary screen, counter-screen for OPRM1-OPRD1 heterodimer inverse agonist project, full-deck HTS. 5-hydroxytryptamine receptor 5A (Homo sapiens), P47898. HTR5A cell line, inverse agonism. inhibition, % at 9.3 µM. 0.083% of 340,000 active; in the data active means inhibition mostly above about 23%, no sharp cut-off; inactive means mostly below about 18%;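 further: 0% = cells with DMSO and 100% = no-cell wells with DMSO; some compounds called inactive have numbers as strong as hits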
# Wnt act = Wnt/beta-catenin pathway activators, primary screen, cell-based, plate reader, single point | activation, % at 9.35 µM | 1.2% of 300,000 active | AID 743398, 2014 | Wnt/beta-catenin reporter cell assay, activator; in the data active means activation above about 30%, passing the limit was not always enough;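 further: 0% = neutral control wells and 100% = positive control wells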
# Active calls of the source: *; nt = no result given. Hits appear at their usual frequency; any-hit rate near 5%.
SMILES,dFosB activator,CDK5 inh,V-ATPase pHluor,PvdQ inh,MITF TRPM1 HTS,HTR5A ag ctr,NSD2 inh,SR-BI HDL uptake,HTR5A inv ctr,Wnt act
CN(C(=O)c1cccc(NC(=O)Cc2cccc(NC(=O)C3CCCN(C(=O)C4CCC4)C3)c2)c1)C1CC1 (centres undefined),-10,-0.9,-2,-9,-4,-5,nt,41,16,0
C=CCN1C(=O)c2ccccc2Sc2ccc(C(=O)NCCC)cc21,-9,0.6,-2,-3,-15,-1,1,nt,2,-1
COCC(=O)OCC(=O)Nc1cc(C)c(C)cc1[N+](=O)[O-],-2,-0.6,0,4,-1,-6,23,-22,-4,-1
Cc1cc(C)nc(N2CCC(C(=O)NCC3CCCCC3)CC2)n1,-10,-4.1,-3,-14,-8,-7,10,0,2,-3
CCOC(=O)C(=O)Nc1cc(C)nn1-c1nc2ccccc2[nH]1,-16,1.6,0,-6,-7,3,7,8,-8,2
COc1ccc(Nc2ncnc3c2cnn3Cc2ccc(C)cc2)cc1,-1,0.7,0,1,-11,0,1,-12,-6,25
O=[N+]([O-])c1ccc2c(c1)OCCOCCOCCOCCOCCOCCO2,-1,-1.4,-5,1,9,4,-4,-16,18,-3
O=C(O)C1Nc2c(O)cc(Cl)c([N+](=O)[O-])c2C2C=CCC12 (centres undefined),-12,2.2,-3,-5,-3,2,nt,83*,-4,nt
CC(C(=O)Nc1cccc([N+](=O)[O-])c1)n1nnc2ccccc21 (centres undefined),4,0.9,0,-2,nt,0,1,14,0,nt
O=C(c1ccccc1F)N1CCOCC1,-2,-1.4,-1,-6,7,-3,-3,-7,-12,-1
CC(=O)c1cccc(NS(=O)(=O)c2cc(-c3cnc(C4CC4)o3)ccc2C)c1,-9,1.4,-4,-4,1,-1,4,12,2,0
O=C(O)c1ccccc1-c1ccc(/C=c2\sc3nc4cc(Br)cnc4n3c2=O)o1,-18,-2.9,1,13,-15,-2,nt,-10,-4,nt
COc1ccc(CCNC(=O)c2ccccc2NS(=O)(=O)c2c(F)cccc2F)cc1,-12,1.6,nt,-8,-4,1,2,10,2,0
CCO[C@H]1OC(C(=O)N2CCOCC2)=C[C@@H](c2coc3ccccc3c2=O)[C@@H]1CCCO,1,-2.1,-1,4,3,10,nt,-10,-25,-1
COc1ccc(C(CNC(=O)c2cc3ccccc3cc2O)N2CCOCC2)cc1 (centres undefined),-6,-2.1,1,-11,-13,5,2,4,-14,-2
Cc1ccc(C(=O)COC(=O)c2cn(-c3ccccc3)nc2-c2ccccc2)cc1[N+](=O)[O-],-16,-4.9,-1,-15,9,8,0,13,-31,-2
CC1(c2ccccc2)NC(=O)N(CC(=O)NCCC2=CCCCC2)C1=O (centres undefined),4,-0.6,-4,-6,0,-2,-5,16,-3,-5
c1ccc(C[C@H]2CN=C(Nc3ccccc3)N2CCCC2CCCCC2)cc1,-8,0.2,0,-3,3,-4,nt,-30,23,-6
Cc1cccc(OC(C)C(=O)Nc2ccccc2C(=O)N2CCCCC2)c1 (centres undefined),-11,-2.2,7,-11,-6,-1,2,-6,5,1
COc1ccc(OC)c(NC(=O)Nc2cc(C(=O)O)ccc2C)c1,1,-1.5,-3,-5,2,5,0,-9,15,-20
CCOC(=O)C1=C(C)NC(=S)NC1/C=C/c1ccccc1 (centres undefined),6,2.2,-1,-7,-10,4,1,55,-51,nt
CC(NC(=O)c1ccc(F)cc1)c1ccccc1 (centres undefined),-5,-0.3,-2,-12,-6,10*,-1,-5,-9,nt
C=CCOc1cccc(C(=O)N2CCCC(Nc3ccc4c(c3)OCCO4)C2)c1 (centres undefined),-7,0.1,0,-13,1,5,6,-3,-6,7
Cc1cccc(OCC(=O)N(Cc2ccc(N(C)C)cc2)C2CCS(=O)(=O)C2)c1 (centres undefined),-3,1.8,-2,5,-4,1,3,9,-3,-2
COCCCNC(=O)c1c(N)n(-c2ccc3c(c2)OCO3)c2nc3ccccc3nc12,-1,-3.6,3,-18,25,-5,-22,22,-8,1
Cc1cccnc1Nc1nc(-c2ccc(O)cc2)cs1,-19,0.5,-2,2,101*,1,-1,-6,-5,nt
COCCNC(=S)N(CCc1c(C)[nH]c2ccc(OC)cc12)Cc1cccnc1,5,1.7,-4,9,-6,3,5,-31,-10,1
CCOc1ccc(N2Nc3n[nH]c(N)c3N2)cc1,0,-3.5,1,-3,nt,2,4,7,-6,nt
CC(=O)Nc1ccc(S(=O)(=O)NC2(C(F)(F)F)C(=O)NC(C)=C2C#N)cc1 (centres undefined),0,-0.4,1,8,11,1,2,-10,-3,-1
CCCCS(=O)(=O)Nc1ccc(C(=O)NCC2CCCO2)cc1 (centres undefined),4,1.0,0,-7,3,-2,nt,-2,7,nt
Cc1ccc(O)c(NC(=S)NC(=O)Cc2ccc(Cl)cc2)c1,0,-1.1,-1,-1,nt,-1,2,-12,5,-2
CCCN1CCN(CCCNC(=O)Cn2nc(-c3ccc(C)cc3)ccc2=O)CC1,-5,1.2,-5,1,-7,5,6,-10,-12,1
COC(=O)CNC(=O)CNC(=O)c1nn(-c2ccc(OC)c(Cl)c2)c(=O)c2ccccc12,3,0.9,-2,-17,-7,1,-2,43,-29,-9
CCCCOc1ccc(C(=O)N(Cc2ccco2)C2CCS(=O)(=O)C2)cc1 (centres undefined),-10,0.7,4,-9,-4,2,12,-11,-6,nt
Cc1ccc(N2CCCCn3c2nc2c3c(=O)[nH]c(=O)n2C)cc1,-4,-0.8,-2,-11,4,-4,3,-19,11,nt
CC(=O)C12C3C4C(C5C1C3C5(Br)C41OCCO1)C21OCCO1 (centres undefined),-2,0.1,-1,-17,0,1,-1,-5,-12,2
Cc1ccsc1/C=C/C1=Cc2c(sc(NC(=O)CSc3n[nH]c(N)n3)c2C#N)C(C)(C)C1,-4,-0.3,-56,-6,3,0,nt,12,-16,2
CCn1c(SCC(=O)Nc2ccc(NC(C)=O)cc2)nc2c([nH]c3ccccc32)c1=O,39*,0.3,-5,1,-38,5,-2,6,-8,-5
COc1ccc(S(=O)(=O)N2c3ccccc3OCC2CC(=O)O)cc1 (centres undefined),-1,-7.0,0,-12,-15,0,0,-4,1,1
O=C(Nc1nc2c(s1)CN(Cc1ccccc1)CC2)C1CCCC1,24*,2.0,-2,-7,30,3,3,8,-9,21

# Just HTR5A ag ctr, for 2 of the compounds above:
SMILES | HTR5A ag ctr
CCCN1CCN(CCCNC(=O)Cn2nc(-c3ccc(C)cc3)ccc2=O)CC1 | 5
CC(=O)Nc1ccc(S(=O)(=O)NC2(C(F)(F)F)C(=O)NC(C)=C2C#N)cc1 (centres undefined) | 1

# Next structures:
SMILES,dFosB activator,CDK5 inh,V-ATPase pHluor,PvdQ inh,MITF TRPM1 HTS,HTR5A ag ctr,NSD2 inh,SR-BI HDL uptake,HTR5A inv ctr,Wnt act
COc1cccc(C2SCC(=O)N2c2ccc(C)cc2)c1OC (centres undefined),1,-1.1,2,-2,-3,0,3,1,0,-1
NS(=O)(=O)c1ccc(CCNC(=O)c2cc(-c3ccccc3)nc3ccccc23)cc1,3,-1.7,-1,4,0,-1,-1,80*,3,3
O=C(COC(=O)C(Cc1ccccc1)NC(=O)c1ccc(Cl)cc1)c1ccc(Cl)cc1 (centres undefined),-3,-2.7,1,-8,-5,0,-2,-24,9,nt
C#CCN(N(C)c1ncc(C(F)(F)F)cc1Cl)S(=O)(=O)c1ccc2ccccc2c1,-5,-1.2,1,-4,-9,1,-1,0,-1,-16
CN(C)c1ccc(C2SCCN2C(=O)c2ccc([N+](=O)[O-])cc2)cc1 (centres undefined),-2,0.4,-17,16,-8,-1,1,6,0,nt
CCCCc1ccc(S(=O)(=O)NC2CCS(=O)(=O)C2)cc1 (centres undefined),-1,0.6,2,-15,-10,1,-1,-12,-3,-1
CCSc1nnc(Cn2c(=O)sc3ccccc32)n1-c1ccccc1C,-15,1.6,1,-10,4,3,nt,2,-8,1
COc1ccc(CCNC(=O)C2CCCN(S(=O)(=O)N3CCCCCC3)C2)cc1OC (centres undefined),-7,0.3,4,-12,4,2,-2,33,-29,2
COc1ccccc1NC(=O)c1ccc(NC(=O)CSc2nnnn2C)cc1,0,1.6,-2,-20,10,0,18,46,0,nt
O=C(NC12CC3CC(CC(C3)C1)C2)c1ccc(Br)o1,0,-2.8,1,-5,5,4,-3,-1,-14,1
CCOC(=O)C1CCN(C(=O)c2cc3c(OC)c(OC)c(OC)cc3[nH]2)CC1,-18,0.0,3,-24,-2,-4,2,3,14,-1
CCCC(O)(CCC)C(=O)NN(C(=O)CCl)c1ccccc1,-3,1.3,-1,-10,-9,2,-5,-24,18,-6
COc1ccc(NCc2nnc(SCC(=O)Nc3cc(C(F)(F)F)ccc3Cl)o2)cc1,-7,0.6,-1,-10,nt,2,nt,10,-8,2
O=C(Nc1ccc(-c2nc3ccccc3[nH]2)cc1)c1ccc2c(c1)OCO2,58*,0.3,-19,18,-41,13*,0,22,9,-13
O=C(CSc1nnc(-c2ccc(Cl)cc2Cl)n1C1CCCCC1)N1CCCC1,-2,1.4,3,-3,-1,0,2,6,15,-1
CCN(CC)CCC(=O)N1c2ccccc2CCc2ccc(NC(=O)OC(C)C)cc21,-9,1.7,-3,-18,-3,1,10,-3,-2,-2
CCOC(=O)c1c(NC(=O)CSc2nnnn2-c2ccc3c(c2)OCO3)sc(C)c1C,1,-0.6,1,-7,-6,2,0,13,-5,nt
C/C(=N/NC(=O)c1ccc(NC(=O)c2ccc(F)cc2)cc1)c1ccccc1,4,0.0,-3,-11,-4,3,-4,89*,-39,-1
OC[C@@H]1[C@@H](c2ccccc2)C(c2ccccc2)=NN1c1ccccc1,-7,0.3,1,-34,-7,0,nt,-25,0,-2
CCN1C(=O)[C@H]2[C@@H](c3ccc(C)cc3)N3C(=O)N(c4cccc(C)c4)C(=O)[C@@]3(Cc3ccccc3)[C@H]2C1=O,-9,0.0,-1,-14,2,4,nt,-1,-10,-6
Cc1nn(-c2ccccc2)c(-n2cccc2)c1C(=O)O,-3,0.9,1,-13,1,0,-3,-30,-25,0
Cn1c(SCC(=O)N(C2CCCCC2)C2CCCCC2)nnc1-c1cccs1,-8,-0.4,-1,-8,-20,4,4,8,-10,nt
CCO[C@@H]1OC(C(N)=O)=C[C@H](c2ccc(Br)cc2)[C@H]1CCCO,-6,-1.1,10,-2,-1,1,nt,-38,17,-5
S=c1[nH]nc(-c2cccc(Cl)c2)n1Cc1ccccc1,-8,0.2,-3,-7,-12,4,-1,-16,-8,-2
CCOc1ccc(NC(=O)CCN2C(=S)NC(C)(C)CC2C)cc1 (centres undefined),-5,1.2,0,-14,11,-2,0,-14,6,-2
Cc1cc(NC(=O)c2ccco2)ccc1NC(=O)Cc1cccs1,0,-1.0,-1,5,5,3,-3,12,-10,nt
c1csc(CNc2ncnc3ccc(-c4ccc5c(c4)OCCO5)cc23)c1,0,-0.2,2,-6,-13,5,nt,10,-15,-3
